PGC1a acetyl inh = inhibitors of PGC1a acetylation signal, primary screen, cell-based, U2OS, AlphaScreen, inhibitor mode; 0.17% of 350,000 active; AID 651687, 2012; AlphaScreen anti-acetyl-lysine; with virally co-expressed GCN5 acetyltransferase; inhibition, % at 15.6 µM;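 active = every replicate shows inhibition of at least 40%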;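 also: 0% = neutral control wells and 100% = positive control wells; some results beyond the cut were filed as inactive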
PAX8 inh HTS = inhibitors of PAX8-driven TPO luciferase reporter, primary screen, RMG-I cells, single concentration | SteadyGlo, 24 h | inhibition, % at 12.6 µM | 1.2% of 360,000 active | AID 652154, 2013;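 active = mean replicate inhibition at least 60% with every replicate also reaching 60%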;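 also: luciferase light reporting Pax8 driven TPO promoter activity; plate controls were median of neutral control wells for no effect and mitoxantrone controls for full effect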
C2C12 statin = suppressors of statin myotoxicity in C2C12 myotubes, primary screen, cell-based, single point, plate reader. 0.78% of 330,000 active. AID 602340, 2012. rescue of ATP level, % at 7.49 µM. C2C12 myotubes + simvastatin, ATP luminescence, 48 h; scaled: DMSO 0, geranylgeraniol control 100;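 active = mean ATP rescue above about 67%, or every replicate alone reaching that limit, limit read from the data, passing the limit was not always enough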;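 also: myotubes were challenged with 10 µM simvastatin during compound exposure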
ARNT-TACC3 inh = disruptors of ARNT/TACC3 protein interaction, primary screen, biochemical, AlphaScreen, single concentration. Transforming acidic coiled-coil-containing protein 3 (Homo sapiens), Q9Y6A5. AlphaScreen His-ARNT PAS-B/GST-TACC3 binding, luminescence; TACC3 fragment carries E629A point mutation. inhibition, % at 9.99 µM. 0.66% of 390,000 active. AID 623870, 2012;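 active = mean inhibition of replicates at least 50% and at least half of replicates each reaching 50%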;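 also: 0% = complete ARNT plus TACC3 wells and 100% = ARNT alone without TACC3; many hits fall short of the cut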
Cneo AK release = Cryptococcus neoformans cell lysis inducers, primary screen, AK release luminescence, single concentration; C. neoformans lysis, adenylate kinase release luminescence, 4 h; normalised: neutral wells 0, clomiphene wells 100; lysis activity, % at 15 µM; 0.2% of 360,000 active; AID 651654, 2012;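 active = mean lysis activity across replicates of at least 80%, whatever share of replicates individually reach that level; inactive = mean lysis activity below 80%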
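Material – log-phase Cryptococcus neoformans yeast cells · Input – 5 × 10^6 yeast cells/mL · Medium – fresh YPD growth medium · Doses – single compound concentration per well · Timing – static 4 h at 37 °C with compound, 1 h detection · Detection – adenylate kinase release luminescence · Read-out – signal increase indicating cell lysis · Control set – Clomiphene as positive lysis control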
GSIS activator = GLuc luminescence reporter in INS-1E cells, primary screen for activators of glucose-dependent secretion of insulin. 0.61% of 370,000 active. INS-1E GLuc reporter insulin secretion, 2-3 h. activation, % at 16.6 µM;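 active = lowest replicate activation of at least 40%, so every replicate reaches that level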;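 also: 0% = median of neutral control wells and 100% = median of IBMX positive control wells; some compounds called inactive have numbers as strong as hits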
PglD DTNB = C. jejuni PglD acetyltransferase inhibitors, primary screen, biochemical, DTNB colorimetric, single point; inhibition, % at 12.5 µM; AID 602405, 2012; 0.098% of 360,000 active; purified PglD enzyme, DTNB colorimetric CoA detection; UDP-N-acetylbacillosamine N-acetyltransferase PglD (Campylobacter jejuni); in the data active = inhibition above about 16%, passing the limit was not always enough; also: strong numbers were not always called active
LGR2 antag = inhibitors of bursicon-induced LGR2 CRE-luciferase signal, primary screen, cell-based, HEK293, CRE-luciferase reporter, bursicon stimulation. AID 720647, 2013. 0.35% of 380,000 active. bursicon-stimulated, 4 h. inhibition, % at 9.99 µM;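 active = drop in luminescence signal, shown as inhibition above about 50% in the replicate tests, limit read from the data, passing the limit was not always enough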;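 also: agonist challenge used bursicon conditioned medium at about half maximal strength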
The depositor's hits bear a star.

`Cc1ccc(CNC(=O)CSc2ccc(-c3cccs3)nn2)cc1` gave PGC1a acetyl inh 8, PAX8 inh HTS 27, ARNT-TACC3 inh -26, Cneo AK release 17, GSIS activator -1, PglD DTNB -3 and LGR2 antag 0.
C[C@@H]1CN([C@@H](C)CO)C(=O)c2cccc(NC(=O)c3nc4ccccc4s3)c2O[C@H]1CN(C)Cc1ccc(C(F)(F)F)cc1 was read as PGC1a acetyl inh 13, C2C12 statin -31, ARNT-TACC3 inh 19, Cneo AK release 0, GSIS activator 8, PglD DTNB 3 and LGR2 antag 17.
Screening C[C@@H]1CN([C@H](C)CO)C(=O)Cc2cc(NS(=O)(=O)c3cccs3)ccc2O[C@H]1CN(C)S(=O)(=O)c1ccccc1 returned PGC1a acetyl inh 16, PAX8 inh HTS -16, C2C12 statin -25, ARNT-TACC3 inh 1, Cneo AK release 5, GSIS activator 18, PglD DTNB -2 and LGR2 antag 8.
`COc1ccc(CCN2C(=NC(=O)C(C)C)SC3CS(=O)(=O)CC32)cc1OC` (stereo unspecified) gave PGC1a acetyl inh 0, PAX8 inh HTS -2, ARNT-TACC3 inh -3, GSIS activator 4 and LGR2 antag -3.
`O=C(CNC1CCCCC1)Nc1ccc(Cl)cc1` gave PGC1a acetyl inh 1, PAX8 inh HTS -8, C2C12 statin -2, ARNT-TACC3 inh -3, Cneo AK release 0, PglD DTNB 1 and LGR2 antag 0.
For COc1cc2c(cc1OC)CN(C(=O)C(CCSC)NS(=O)(=O)c1ccc(C)cc1)CC2 (stereo unspecified) the results were PAX8 inh HTS 26, C2C12 statin -5, ARNT-TACC3 inh -2, Cneo AK release 0, GSIS activator 16, PglD DTNB 3 and LGR2 antag -9.
CCOC(=O)c1[nH]c2ccc(C)cc2c1N was read as PGC1a acetyl inh 3, C2C12 statin -39, ARNT-TACC3 inh 15, Cneo AK release -4, GSIS activator -4, PglD DTNB -4 and LGR2 antag -39.
`C/C(=N\NC(=O)C1CC1)c1ccc(OC(F)F)cc1` gave PAX8 inh HTS -21, C2C12 statin -17, ARNT-TACC3 inh -2, Cneo AK release -4, GSIS activator 5, PglD DTNB 3 and LGR2 antag 1.
`CCCCn1c(N)c(N(CCOC)C(=O)COC(=O)CNC(=O)c2ccc(Cl)c(Cl)c2)c(=O)[nH]c1=O` gave PAX8 inh HTS -5, C2C12 statin -7, ARNT-TACC3 inh -5, Cneo AK release -2, GSIS activator -1, PglD DTNB 10 and LGR2 antag -4.
Cc1cccc(N2CCN(C(=O)C3CC(=O)N(C4CCCC4)C3)CC2)c1C (stereo unspecified) was read as PGC1a acetyl inh -1, PAX8 inh HTS 4, C2C12 statin 1, ARNT-TACC3 inh -3, Cneo AK release 4, GSIS activator -9, PglD DTNB 1 and LGR2 antag 4.
For CC1CCN(S(=O)(=O)c2ccc(NC(=O)CN3C(=O)NC(C)(c4ccccc4)C3=O)cc2)CC1 (stereo unspecified) the results were PGC1a acetyl inh -14, PAX8 inh HTS 6, C2C12 statin 16, ARNT-TACC3 inh -3, Cneo AK release 2, GSIS activator -19, PglD DTNB 7 and LGR2 antag 6.
`Cc1noc(C)c1NC(=O)Nc1ccc2c(c1)C(=O)N([C@@H](C)CO)C[C@@H](C)[C@H](CN(C)C(=O)Nc1ccc(C(F)(F)F)cc1)OCCCC[C@H](C)O2` gave PGC1a acetyl inh -5, PAX8 inh HTS 28, C2C12 statin -106, ARNT-TACC3 inh -6, Cneo AK release 1, GSIS activator -15, PglD DTNB 1 and LGR2 antag -11.
Screening Cc1cc(NC(=O)CS(=O)(=O)c2cn(Cc3ccccc3Cl)c3ccccc23)no1 returned PGC1a acetyl inh -6, C2C12 statin -7, ARNT-TACC3 inh 2, Cneo AK release 6, GSIS activator -7, PglD DTNB 3 and LGR2 antag 19.
`COc1cc(NS(=O)(=O)c2ccc(Br)s2)cc(OC)c1` gave PGC1a acetyl inh 2, ARNT-TACC3 inh -2, Cneo AK release 0 and PglD DTNB 5.
For O=C(CSc1nc2ccccc2c(=O)[nH]1)Nc1ccccc1C(F)(F)F the results were PAX8 inh HTS 15, C2C12 statin 17, ARNT-TACC3 inh 0, Cneo AK release 0, GSIS activator 12, PglD DTNB 5 and LGR2 antag -2.

A run of entries of the results above:
Screening Cc1cc(NC(=O)CS(=O)(=O)c2cn(Cc3ccccc3Cl)c3ccccc23)no1 returned PGC1a acetyl inh -6, C2C12 statin -7, ARNT-TACC3 inh 2, Cneo AK release 6, GSIS activator -7, PglD DTNB 3 and LGR2 antag 19.
`COc1cc(NS(=O)(=O)c2ccc(Br)s2)cc(OC)c1` gave PGC1a acetyl inh 2, ARNT-TACC3 inh -2, Cneo AK release 0 and PglD DTNB 5.
For O=C(CSc1nc2ccccc2c(=O)[nH]1)Nc1ccccc1C(F)(F)F the results were PAX8 inh HTS 15, C2C12 statin 17, ARNT-TACC3 inh 0, Cneo AK release 0, GSIS activator 12, PglD DTNB 5 and LGR2 antag -2.

New compounds follow:
Screening Cc1ccccc1Nc1nccc(N(C)C)c1C#N returned PGC1a acetyl inh 8, PAX8 inh HTS 11, Cneo AK release -5, GSIS activator 5, PglD DTNB 2 and LGR2 antag -9.
`O=C(CC(c1ccccc1)c1cc(Cl)ccc1O)NCCN1CCOCC1` (stereo unspecified) gave PGC1a acetyl inh -8, PAX8 inh HTS -5, C2C12 statin 22, GSIS activator -15 and LGR2 antag 5.
For CN(C)c1nc(N)nc(CSc2nc3cc(Cl)ccc3o2)n1 the results were PGC1a acetyl inh -14, C2C12 statin 3, ARNT-TACC3 inh 2, Cneo AK release -1 and PglD DTNB -3.
`COc1ccccc1C(=O)NCc1ccc2c(c1)OCO2` gave PGC1a acetyl inh 6, C2C12 statin 5, ARNT-TACC3 inh -18, Cneo AK release 1, GSIS activator 8, PglD DTNB 2 and LGR2 antag -16.
Cc1cccc(C(=O)Nc2cccc(C(=O)Nc3cc(C)ccn3)c2)c1 was read as PGC1a acetyl inh 8, C2C12 statin -15, ARNT-TACC3 inh -7, Cneo AK release 5 and PglD DTNB 6.
`CCc1nc2ccc(C(=O)Nc3ccc(OC)c(OC)c3)cn2c1N(CC)CCOC` gave PGC1a acetyl inh 5, PAX8 inh HTS -11, C2C12 statin -11, Cneo AK release -1, GSIS activator 3, PglD DTNB 4 and LGR2 antag -14.
CNC[C@@H]1OCc2cnnn2CCCC(=O)N([C@@H](C)CO)C[C@@H]1C was read as PGC1a acetyl inh -1, PAX8 inh HTS -1, C2C12 statin -6, GSIS activator 10 and LGR2 antag -12.
Screening Cc1onc(-c2ccc(Cl)cc2Cl)c1C(=O)/C=C/N(C)C returned PAX8 inh HTS 5, ARNT-TACC3 inh 5, GSIS activator -16 and LGR2 antag -6.
COc1ccc(/C=C/C(=O)NC(=S)Nc2ccc(S(=O)(=O)Nc3nccnc3OC)cc2)cc1 was read as PGC1a acetyl inh -3, PAX8 inh HTS 3, ARNT-TACC3 inh 3, Cneo AK release -3, GSIS activator -19, PglD DTNB -2 and LGR2 antag 18.
Screening O=C(Cc1csc(-c2ccccc2)n1)NCc1ccco1 returned PAX8 inh HTS -5, C2C12 statin 5, ARNT-TACC3 inh 0, Cneo AK release 13, GSIS activator 14, PglD DTNB 0 and LGR2 antag 21.
For Cc1cc(C)cc(NC(=S)N(CCN2CCCCC2)Cc2ccco2)c1 the results were PAX8 inh HTS -11, C2C12 statin -14, ARNT-TACC3 inh 2, Cneo AK release 2, GSIS activator -12, PglD DTNB 4 and LGR2 antag 13.
Cc1ccc(S(=O)(=O)N2CCCC2C(=O)Nn2cnnc2)cc1 (stereo unspecified) was read as PGC1a acetyl inh 0, C2C12 statin -12, ARNT-TACC3 inh -7, Cneo AK release 1, GSIS activator -1, PglD DTNB 1 and LGR2 antag 4.
`O=C(Nc1ccc(-c2ccco2)cc1)C1CCCN(Cc2ccc(CO)o2)C1` (stereo unspecified) gave PGC1a acetyl inh 2, PAX8 inh HTS -11, C2C12 statin -4, ARNT-TACC3 inh 1, Cneo AK release -5, GSIS activator 16, PglD DTNB 6 and LGR2 antag -6.
`C[C@H]1CN([C@@H](C)CO)C(=O)Cc2cc(NC(=O)CCCCCC(=O)Nc3ccccc3N)ccc2O[C@@H]1CN(C)Cc1ccc(Cl)c(Cl)c1` gave PGC1a acetyl inh 3, PAX8 inh HTS 28, C2C12 statin 124*, ARNT-TACC3 inh -22, Cneo AK release 2, GSIS activator 10, PglD DTNB 3 and LGR2 antag 2.
For O=C(O)CC1S/C(=N/N=C/c2ccc(-c3ccccc3[N+](=O)[O-])o2)NC1=O (stereo unspecified) the results were PAX8 inh HTS 14, C2C12 statin 4, ARNT-TACC3 inh 22, Cneo AK release 0 and PglD DTNB -9.
Screening COc1ccc(N2CC(C(=O)NCc3ccccc3)CC2=O)cc1 (stereo unspecified) returned PGC1a acetyl inh -5, C2C12 statin 5, ARNT-TACC3 inh -2, Cneo AK release 2 and PglD DTNB -6.
Screening CCNC(=O)Nc1ccc2c(c1)C(=O)N(C)[C@H]1CC[C@H](CC(=O)NCc3cccc(F)c3)O[C@H]1CO2 returned PGC1a acetyl inh 4, PAX8 inh HTS -6, C2C12 statin 5, ARNT-TACC3 inh -35, Cneo AK release 6, GSIS activator -2, PglD DTNB 2 and LGR2 antag 7.
O=C(COc1ccc2c3c(c(=O)oc2c1)CCCC3)NCCN1CCOCC1 was read as PGC1a acetyl inh 3, C2C12 statin -5, ARNT-TACC3 inh 4, Cneo AK release 0, GSIS activator 0, PglD DTNB 6 and LGR2 antag 1.
Cn1cnnc1SC(C(=O)Nc1cccc(C(F)(F)F)c1)c1ccccc1 (stereo unspecified) was read as PGC1a acetyl inh -12, ARNT-TACC3 inh 3, GSIS activator -15 and LGR2 antag 11.
`O=S(=O)(Cc1ccccc1)N1CCCCN2[C@H](CO)[C@@H](c3ccc(-c4cccnc4)cc3)[C@@H]2C1` gave PGC1a acetyl inh -14, PAX8 inh HTS 7, C2C12 statin -36, ARNT-TACC3 inh 3, Cneo AK release -1, GSIS activator 10, PglD DTNB 1 and LGR2 antag 4.
For Cc1ccc(-c2nn(CCC(=O)NCC3CCCO3)c(=O)c3ccccc23)cc1 (stereo unspecified) the results were PGC1a acetyl inh 1, PAX8 inh HTS 7, C2C12 statin -5, ARNT-TACC3 inh 10, Cneo AK release 3 and PglD DTNB -3.
Screening CCCn1c(=O)c2c(c3ccccc31)OCC(=O)N2 returned PGC1a acetyl inh 6, ARNT-TACC3 inh -8, Cneo AK release -1 and PglD DTNB -1.
For COc1cc(S(=O)(=O)N2CCOCC2)cc(C(=O)c2nccn2C)c1OC the results were PGC1a acetyl inh -20, C2C12 statin 6, ARNT-TACC3 inh 1, Cneo AK release 0, GSIS activator -7, PglD DTNB 5 and LGR2 antag 21.
`COC(=O)Nc1nnc(SCc2ccc(C)cc2)s1` gave PGC1a acetyl inh -3, PAX8 inh HTS -32, C2C12 statin 13, ARNT-TACC3 inh 30, Cneo AK release -1 and PglD DTNB 3.
`CCOC(=O)c1sc(NC(=O)CN2C(=O)NC3(CCC(C)CC3)C2=O)c(C(=O)OCC)c1C` (stereo unspecified) gave PAX8 inh HTS 0, C2C12 statin -6, ARNT-TACC3 inh -1, Cneo AK release 1, GSIS activator 13, PglD DTNB -4 and LGR2 antag 0.
